NFkB transloc inh – blocks IL-1B driven NFkB nuclear translocation in HUVEC cells | AID 796 | HUVEC IL-1B NFkB p65 nuclear translocation imaging | 94,000 compounds, 0.43% hits | inhibition, % at 2 µM;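 active means inhibition above about 30% together with a positive call from visual inspection of the well image, limit read from the data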;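 further: nuclear over cytoplasmic p65 intensity ratio measured by imaging; 0% = IL-1B stimulated DMSO wells and 100% = unstimulated DMSO wells; values of inactives mirror those of a sister screen read the other way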
PLAP inhibitors HTS – PLAP enzyme inhibitors, biochemical, luminescence, HTS (AID 690); purified PLAP, luminescent substrate; higher % means a stronger effect; inhibition, % at 20 µM, or IC50 in µM where a hit was titrated; 96,000 compounds, 0.08% hits; in the data active means a potency from the dose series; inactive means the rest, 99 in 100 with inhibition below about 30%; further: strong numbers were not always called active
Bcl-B displacement – displacers of TR3 peptide from Bcl-B, primary screen, selectivity assay for Bfl-1 inhibitor project, biochemical, fluorescence polarization. FP displacement of FITC-TR3 peptide from Bcl-B; higher % means a stronger effect. displacement, % at 20 µM; hits with a dose series show IC50 in µM. 96,000 compounds, 0.11% hits;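 active means displacement above 50% at 20 µM plus a fluorescence interference ratio under 1.5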;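 further: plate controls were wells without compound for no effect and wells lacking Bcl-B protein for full effect; a part of the inactive calls stands beside numbers as strong as those of hits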
IL1B NFkB pot – enhances IL-1B driven NFkB nuclear translocation. AID 819. 94,000 compounds, 0.3% hits. activation, % at 2 µM. HUVEC IL-1B NFkB p65 nuclear translocation imaging;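 active means activation above 40%, about the mean plus 3 SD, also judged a hit on visual image review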;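 further: percent activation is computed from the nuclear over cytoplasmic p65 intensity ratio; values of inactives mirror those of a sister screen read the other way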
MRP reversal – MRP-mediated drug resistance reversal; 85,000 compounds, 0.04% hits; AID 602; differential viability (reversal), % at 10 µM; H69AR cells + 2 uM doxorubicin, CellTiter-Glo, 72 h;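 active means viability drop by adding the cancer drug above about 55%, with treated viability meeting a 40% cutoff, limit read from the data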;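 further: viability without doxorubicin minus viability with 2 µM doxorubicin for each compound; larger differential means the compound sensitizes cells more to doxorubicin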
MRP reversal cytotoxicity – recorded beside MRP reversal, whose call it bears; viability, %; H69AR cells, CellTiter-Glo, 72 h; measured here: cytotoxicity without doxorubicin
MRP reversal with doxorubicin – further read-out of MRP reversal, marked with its call; viability, %; measured here: viability with 2 uM doxorubicin; hits give low values
NFkB transloc inh cell count 2 µM – further read-out of NFkB transloc inh, marked with its call; cell count; measured here: cells passing quality filter;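 raw number of nuclei counted in each imaged well without normalization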
IL1B NFkB pot cell count 2 µM – recorded beside IL1B NFkB pot, whose call it bears; cell count; measured here: cells passing quality filter
An asterisk follows results filed as active; . = no result given. The list is partial; count on the stated rates, not on these rows.

SMILES	NFkB transloc inh	NFkB transloc inh cell count 2 µM	PLAP inhibitors HTS	Bcl-B displacement	IL1B NFkB pot	IL1B NFkB pot cell count 2 µM	MRP reversal	MRP reversal cytotoxicity	MRP reversal with doxorubicin
O=C(c1nc2ncccn2n1)N1CCN(c2ccccc2)CC1	7	157	7%	-12%	-7	157	-3	89	92
CC1CCCCC1NC(=O)Cn1nc(-c2ccccc2)ccc1=O (configuration not stated)	.	.	-1%	-12%	.	.	7	80	73
Cc1ccc(C)c(S(=O)(=O)N2C(=S)NC(=O)C2C(C)C)c1 (configuration not stated)	-4	138	-13%	2%	4	138	.	.	.
Cn1c2ccc(CC(=O)O)cc2c2cc(CC(=O)O)ccc21	-34	109	-31%	23%	34	109	-6	99	105
COCCNC(=O)CCSc1nc(-c2ccc(OC)cc2)cc(C(F)(F)F)n1	-7	78	.	.	7	78	-2	68	70
Fc1ccc(-c2cc(C(F)(F)F)nc(NCC3CCCO3)n2)cc1 (configuration not stated)	.	.	-6%	-5%	.	.	13	97	84
COc1ccc(OC)c(NC(=O)C2CCN(S(C)(=O)=O)CC2)c1	1	119	-3%	-1%	-1	119	-11	93	104
COc1ccccc1N1CCN(C(c2cccs2)c2nnnn2C2CCCC2)CC1 (configuration not stated)	-9	168	-50%	-8%	9	168	-20	77	97
CCC(C)c1c(O)nc(SCC(=O)Nc2ccccc2)[nH]c1=O (configuration not stated)	-3	170	-32%	0%	3	170	-14	106	120
CC(C)CCN1CC(O)=C(c2nc3ccccc3[nH]2)C1=N	-7	164	-36%	8%	7	164	-7	70	77
COc1cc(CNCCO)cc(Br)c1OCc1ccccc1Cl	9	88	-48%	0%	-9	88	.	.	.
O=c1c2ccsc2ncn1Cc1ccccc1F	2	179	-2%	-13%	-2	179	.	.	.
COc1ccc(OC)c(-n2c(-c3ccc(C)cc3)n[nH]c2=S)c1	23	18	6%	1%	-23	18	11	86	76
S=C(Nc1ccccc1)Nc1ccc(OCc2ccccc2)cc1	-18	148	26%	-1%	19	148	.	.	.
N#Cc1c(N)n[nH]c1CCCN	-5	204	-4%	6%	5	204	.	.	.
O=C(NCCN1CCOCC1)c1cc(-c2ccc(Br)cc2)on1	12	139	-11%	6%	-13	139	-7	90	97
Cc1ccc(Cn2nc(C)c3cc(C(=O)OCC(N)=O)sc32)cc1	-23	146	19%	0%	23	146	2	86	83
CC1=C(C(=O)OC(C)C)C(c2cccs2)N2C(=O)C(C)SC2=N1 (configuration not stated)	1	173	2%	3%	-1	173	-8	109	117
O=C(c1ccco1)N(c1ccccn1)c1ccccn1	13	119	-7%	-2%	-13	119	-5	95	100
C/C(=C\c1ccco1)C1Nc2cccc3cccc(c23)N1	3	118	14%	34%	-3	118	-8	102	110
COC(=O)C1=C(C)NC2=C(C(=O)CCC2)C1c1ccsc1 (configuration not stated)	-1	198	19%	-2%	1	198	-3	79	83
Cc1ccc(NC(=O)CSC2=Nc3ccccc3C3CC=NN23)c(C)c1 (configuration not stated)	0	142	1%	-32%	0	142	.	.	.
Cn1ncc(N=Cc2ccccc2)c1C(=O)Nc1cccc(Cl)c1	-1	127	-43%	-5%	1	127	-31	38	69
CC(=O)C1=C(C)NC(=O)NC1c1ccc(OC2CCCC2)cc1 (configuration not stated)	-29	164	-7%	-11%	29	164	13	90	77
Cc1nc(NC(C)C)c2cnn(CCc3ccccc3)c2n1	25	154	-22%	-26%	-25	154	.	.	.
COc1ccccc1CO/N=C/NC(=O)c1c(OC)ccnc1Oc1ccc(F)cc1	1	154	-29%	-1%	-1	154	.	.	.
CC(SC1=NCCS1)C(=O)Nc1nnc(-c2ccc(F)cc2)s1 (configuration not stated)	9	163	3%	-5%	-9	163	-5	55	59
CCC(C)NC(=O)C1CCN(c2nc(C)cc(C)n2)CC1 (configuration not stated)	9	87	9%	2%	-9	87	-4	89	93
COc1cccc(-c2nc(CSCC(=O)N3CCc4ccccc43)c(C)o2)c1	3	117	-5%	-2%	-3	117	0	84	84
COc1ccc2[nH]c3c(=O)n(CCCCC(=O)N4CCCC4)c(=S)[nH]c3c2c1	0	202	-14%	5%	0	202	7	70	63
Cc1ccc(-c2csc(N(CCc3ccccc3)C(=O)COc3ccccc3)n2)cc1	6	123	11%	-4%	-6	123	.	.	.
O=C(NCCCCC(NC(=O)C1CCCCC1)C(=O)O)c1ccccc1 (configuration not stated)	-35	75	-26%	-11%	35	75	11	98	87
O=C(CC(SCc1ccco1)c1ccc(O)cc1)c1cccs1 (configuration not stated)	-21	180	39%	-1%	21	180	8	13	5
CCCCN(CC)C(=O)Cn1ncc2c1-c1cc(C)ccc1OC2	0	164	-66%	2%	0	164	-18	79	97
CCn1c(SCC(=O)N2CCCC2)nnc1-c1ccc(S(=O)(=O)N2CCCCCC2)cc1	-19	65	-46%	8%	19	65	2	91	90
Cc1cc(=O)n2[nH]c(-c3ccc(F)cc3)nc2n1	8	86	3%	-1%	-8	86	-6	83	89
Cc1ccc2cc3cc(C(=O)NCc4ccco4)oc3nc2c1	8	210	-1%	5%	-8	210	11	92	80
Cc1ccc(C(=O)NCCn2cc(SCC(=O)N3CCOCC3)c3ccccc32)cc1	-1	60	-8%	2%	1	60	-12	80	92
CCOc1ccccc1C1CC(c2ccc(F)cc2)Nc2nc(N)nn21 (configuration not stated)	-12	89	-56%	-2%	12	89	7	102	94
CCOC(=O)c1ccccc1NC(=O)c1cncc(Br)c1	4	117	2%	-3%	-4	117	23	90	67
Cc1ccc(Cn2cc(/C=C/C(=O)O)c(-c3ccccc3)n2)cc1	-8	149	-17%	-18%	8	149	-2	74	76
COc1ccc2nc(SCc3cnc(C)nc3N)[nH]c2c1	14	141	8%	-3%	-14	141	15	98	83
O=C(Nc1cnn(Cc2c(Cl)cccc2Cl)c1)c1ccc([N+](=O)[O-])cc1	-9	133	-7%	-6%	9	133	.	.	.
CC(O)Cc1nsc(NC(=O)c2cccs2)n1 (configuration not stated)	-23	192	6%	-5%	23	192	10	96	86
CCCCNC(=O)CCNC(=O)c1ccc(C(C)(C)C)cc1	-22	178	2%	-8%	22	178	14	102	88
Cc1cc(C(F)(F)F)nn1CC(=O)Nc1ccc(Br)c2cccnc12	7	152	.	.	-7	152	11	92	81
Cc1nc(=O)c(-c2ccccc2)c(C)n1-c1ccc(S(N)(=O)=O)cc1	-15	108	-2%	0%	15	108	9	116	107
Cc1ccc(O)c(C(=O)c2cnc3c(c2)CN(C)C(=O)N3)c1	-8	158	-13%	6%	8	158	.	.	.
CSc1nc2c(ccc3ccccc32)o1	-19	153	.	.	19	153	5	102	97
O=C(c1ccc(S(=O)(=O)N2CCC(c3nc4ccccc4[nH]3)CC2)cc1)N1CCOCC1	.	.	3%	-4%	.	.	0	95	95

The list goes on.
SMILES	NFkB transloc inh	NFkB transloc inh cell count 2 µM	PLAP inhibitors HTS	Bcl-B displacement	IL1B NFkB pot	IL1B NFkB pot cell count 2 µM	MRP reversal	MRP reversal cytotoxicity	MRP reversal with doxorubicin
COc1ccc(C(=O)N(Cc2nc(-c3ccc(C)cc3)no2)C2CCCCC2)cc1OC	-1	176	-43%	-4%	1	176	7	86	79
COc1cccc(C2CC(c3ccc(C)cc3)Nc3nc(N)nn32)c1 (configuration not stated)	.	.	-26%	-2%	.	.	14	114	100
C(=N\c1c(-c2ccccc2)nc2n1CCS2)/c1ccccc1	-14	135	6%	-6%	14	135	-8	77	84
O=S(=O)(NCC(c1cccnc1)N1CCN(Cc2ccccc2)CC1)c1ccccc1 (configuration not stated)	-3	156	.	.	3	156	7	86	79
O=C(Cc1cscn1)c1ccc(O)cc1O	.	.	-10%	1%	.	.	-3	100	103
CN1C(=O)/C(=C2\SC(N)=NC2=O)c2ccccc21	2	139	5%	38%	-2	139	.	.	.
O=C(COC(=O)CC12CC3CC(CC(Br)(C3)C1)C2)NC(=O)NCc1ccco1	3	157	2%	-5%	-3	157	27	100	73
CO/N=C/c1cc([N+](=O)[O-])ccc1Sc1ccc(C)cc1	0	174	31%	-1%	0	174	.	.	.
O=C1C(c2ccc(F)cc2)N(C2CCCCC2)C(=O)CN1C1CCCC1 (configuration not stated)	-128	184	-12%	11%	128*	184*	1	74	73
O=C(NC1CCCCC1)C1CN(S(=O)(=O)c2ccccc2)CCN1S(=O)(=O)c1ccccc1 (configuration not stated)	6	175	-27%	-4%	-6	175	-4	66	70

Single records (already shown). Screens in order: NFkB transloc inh | NFkB transloc inh cell count 2 µM | PLAP inhibitors HTS | Bcl-B displacement | IL1B NFkB pot | IL1B NFkB pot cell count 2 µM | MRP reversal | MRP reversal cytotoxicity | MRP reversal with doxorubicin
O=C(COC(=O)CC12CC3CC(CC(Br)(C3)C1)C2)NC(=O)NCc1ccco1 is listed with 3 | 157 | 2% | -5% | -3 | 157 | 27 | 100 | 73
O=C(Cc1cscn1)c1ccc(O)cc1O is listed with . | . | -10% | 1% | . | . | -3 | 100 | 103
CO/N=C/c1cc([N+](=O)[O-])ccc1Sc1ccc(C)cc1 is listed with 0 | 174 | 31% | -1% | 0 | 174 | . | . | .

Next section
SMILES	NFkB transloc inh	NFkB transloc inh cell count 2 µM	PLAP inhibitors HTS	Bcl-B displacement	IL1B NFkB pot	IL1B NFkB pot cell count 2 µM	MRP reversal	MRP reversal cytotoxicity	MRP reversal with doxorubicin
Clc1ccc(OCCN2CCN(c3ncnc4sccc34)CC2)cc1	.	.	-68%	-26%	.	.	.	.	.
COC(=O)CSc1nc(C)c(C(C)=O)cc1C#N	.	.	-17%	0%	.	.	10	89	79
c1ccc(C2(Cn3ccc4ccccc43)OCCO2)cc1	-10	174	11%	-6%	11	174	4	85	81
CCC(=O)Nc1cccc(-c2nc3ccccc3c(=O)o2)c1	-5	204	-17%	9%	5	204	-2	80	81
Cn1cnc2cc(NC(=O)c3ccco3)ccc21	-7	112	5%	9%	7	112	12	96	83
Cc1ccc(CCNC(=O)C2CCN(S(=O)(=O)c3ccc4c(c3)CCC(=O)N4)CC2)cc1	.	.	-11%	-3%	.	.	.	.	.
Cc1nc(NC(=S)NC(=O)c2ccccc2)sc1C(=O)N(C)C	17	203	-20%	-2%	-17	203	.	.	.
c1ccc(Cn2ncc3ccccc32)cc1	.	.	6%	-4%	.	.	9	100	90
COc1ccc(OC)c(C(=O)c2ccc(C(=O)c3cc(OC)ccc3OC)cc2)c1	-7	100	10%	-10%	7	100	19	104	85
COc1ccccc1N1CCN(C(=O)c2c(-c3ccccc3Cl)noc2C)CC1	-28	100	-47%	-10%	28	100	-54	19	74
CCOC(=O)c1cc(-c2nnc(-c3cc(OC)c(OC)c(OC)c3)o2)c(C)nc1C	-31	158	.	.	31	158	.	.	.
Clc1ccccc1Nc1c2c(nc3ncnn13)CCC2	-25	145	34%	3%	25	145	-2	70	72
CCOC(=O)c1cnc2cc(-c3ccc(C(C)(C)C)cc3)nn2c1N	2	139	16%	-10%	-2	139	.	.	.
c1ccc2c(c1)nc(N1CCOCC1)c1nncn12	.	.	12%	-7%	.	.	25	97	72
O=C(c1noc2c1CCc1ccccc1-2)N1CCc2ccccc2C1	.	.	-16%	-4%	.	.	0	98	98
COc1ccc(S(=O)(=O)Nc2ccc(S(=O)(=O)N3CCOCC3)cc2)cc1	-6	135	-8%	-10%	6	135	-7	77	84
COC(=O)C1CCN(c2cc(=O)n(C3CCCCC3)c(=O)[nH]2)CC1	.	.	8%	10%	.	.	-3	53	56
Cc1cc(-c2nnc(-c3cc4ccccc4oc3=O)o2)c(C)n1-c1ccccc1	.	.	18%	3%	.	.	4	82	78
CCc1nc2ccccc2[nH]1	13	102	12%	-1%	-13	102	7	106	99
Cc1ccc(OCC(=O)NNC(=O)CCc2ccccc2)cc1	-4	70	9%	-2%	4	70	.	.	.
COc1ccc(-n2c(=O)[nH]cc(C(=O)Nc3ccc4c(c3)OCCO4)c2=O)cc1	.	.	-9%	2%	.	.	21	103	81
CCC(CC)C(=O)Nc1cccc(C(=O)Nc2nccs2)c1	11	172	4%	-2%	-11	172	3	76	73
Cc1cc(C(F)(F)F)nn1CC(=O)N(C)C1CCCCC1	-6	78	.	.	6	78	-4	90	94
Cc1cc2c(cc1C)NC(c1ccccn1)C1=C(CC(C)(C)CC1=O)N2 (configuration not stated)	-10	102	-50%	0%	10	102	22	93	72
O=C(COC(=O)c1cccc(C(=O)OCC(=O)c2ccc(Br)cc2)n1)c1ccc(Br)cc1	-11	159	-7%	-3%	11	159	.	.	.
